Screening results: PubChem BioAssay, several laboratories
SUMO HTRF inh – blocks human SUMOylation mediated by UBC9 | AID 2006 | 0.36% of 290,000 active | inhibition, % at 35 µM | P63279 | HTRF SUMOylation assay, SAE1/SAE2 + UBC9, in vitro; in the data active = inhibition above about 50%, passing the limit was not always enough; also: strong numbers were not always called active
Target sequence (P63279 whole entry, looked up): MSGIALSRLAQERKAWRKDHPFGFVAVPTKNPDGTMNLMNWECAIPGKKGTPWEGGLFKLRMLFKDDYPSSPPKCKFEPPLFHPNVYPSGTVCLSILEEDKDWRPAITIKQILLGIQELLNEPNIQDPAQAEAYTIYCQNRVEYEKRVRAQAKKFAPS
MEKK3 PB1 HTS – modulators (inhibitors or enhancers) of MEK5 binding to human MEKK3 PB1 domain | Q99759 | bead-based flow cytometry, Alexa488-MEK5 binding to MEKK3; actives lie on both sides; 0 = blocked by unlabeled MEK5, 100 = vehicle | binding response (% of control), % at 10 µM | 1.4% of 290,000 active | AID 1529;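 active = binding response more than 3 SD above or below the average of its plate-row segment, actives on both sides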;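 also: Alexa488 bead fluorescence after subtracting the streptavidin-only scavenger bead signal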
NS3 helicase inh – inhibitors of Hepatitis C virus NS3 helicase. NS3 helicase DNA unwinding, Cy5 molecular beacon fluorescence. inhibition, % at 10.9 µM. 0.56% of 290,000 active;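 active = inhibition above the mean of all tested compounds plus 3 SD, set per campaign, cut at about 35% in these data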;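 also: 0% = DMSO wells and 100% = thioflavine S control wells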
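Measured by: Cy5 fluorescence, 0 and 60 min reads / Assay system: NS3 helicase fragment of HCV / Control set: low DMSO, high thioflavine S at 110 µM / Times: 1 h reaction at 25 °C, ATP-initiated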
GalR3 antagonist – blocks the human galanin receptor 3; O60755; HEK293 GalR3-CNG cAMP membrane potential fluorescence; galR3 body fused to GalR1 C-terminus; inhibition, % at 3 µM; 0.44% of 360,000 active;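 active = inhibition above the screen-wide average plus 3 SD, cut at about 13% in these data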;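 also: forskolin and galanin both at EC90 stimulate the cells; cAMP rise reported by CNG channel membrane potential dye signal; 0% = forskolin plus galanin with DMSO and 100% = forskolin alone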
Target sequence (O60755 1-299 limits assumed): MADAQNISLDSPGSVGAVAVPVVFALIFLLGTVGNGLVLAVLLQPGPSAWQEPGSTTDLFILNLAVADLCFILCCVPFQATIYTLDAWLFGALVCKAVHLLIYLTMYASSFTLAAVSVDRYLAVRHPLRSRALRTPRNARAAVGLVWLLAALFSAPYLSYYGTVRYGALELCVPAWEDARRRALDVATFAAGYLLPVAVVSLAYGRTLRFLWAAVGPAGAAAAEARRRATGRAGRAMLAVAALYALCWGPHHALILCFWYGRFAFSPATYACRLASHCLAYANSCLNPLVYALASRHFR
MEKK2 mut-MEK5 – signal of MEK5 binding to mutant human MEKK2 PB1 domain. bead flow cytometry, Alexa488-MEK5 binding to MEKK2 mutant. percent response, % at 10 µM. 0.35% of 290,000 active. AID 1530; in the data active = percent response above about 24%, passing the limit was not always enough; also: inactives centre near 1; some results filed as inactive read as strong as hits
CRFR2-BP antag – antagonists of CRF-binding protein/CRF-R2 receptor complex; HEK293 CRF-R2/CRF-BP, CRF-induced calcium fluorescence; inhibition, % at 11.8 µM; 0.59% of 350,000 active;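 active = inhibition of the ligand-induced calcium signal above about 50% at the single tested concentration, limit read from the data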
MEKK2wt PB1 HTS – raises or lowers MEK5 binding to wildtype human MEKK2 PB1 domain; Q9Y2U5; bead flow cytometry, Alexa488-MEK5 binding to MEKK2 WT; actives lie on both sides; binding response (% of control), % at 10 µM; 1.1% of 290,000 active; AID 1531; in the data active = binding response below about 67% or above about 130%
FID counter – counter-screen for HCV NS3 helicase inhibitors: DNA intercalator displacement; DNA fluorescent intercalator displacement, fluorescence; inhibition, % at 7.9 µM; 0.17% of 290,000 active; AID 1845; in the data active = inhibition above about 37%;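 also: 0% = vehicle and 100% = reference compound; higher means more ethidium bromide displaced from hairpin DNA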
CRFBP-R2 agonist – CRF-BP/CRF-R2 complex agonism; HEK293 CRF-R2/CRF-BP, calcium dye fluorescence (FLIPR); percent of saturating CRF peptide response; 0.46% of 350,000 active; AID 588473; activation, % at 13.2 µM;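 active = activation of at least 50%, plus an integration ratio under a set limit after plate pattern correction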;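 also: plate controls were neutral control wells without compound for no effect and CRF at EC100 for full effect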
Numbers without * were called inactive.

Start of the listing, in advance, 4 compounds:
Screening CCN1C=C(Cc2cccs2)C2=C(C1)C(c1cccs1)C(C#N)=C(N)O2 (stereo not drawn) returned SUMO HTRF inh 13, MEKK3 PB1 HTS 99, NS3 helicase inh 20, GalR3 antagonist -2, MEKK2 mut-MEK5 -3, CRFR2-BP antag -3, MEKK2wt PB1 HTS 95, FID counter -16 and CRFBP-R2 agonist 14.
For CCCCOc1ccccc1C(=O)NCCCC(=O)O the results were SUMO HTRF inh 6, MEKK3 PB1 HTS 95, NS3 helicase inh 8, GalR3 antagonist 5, MEKK2 mut-MEK5 0, CRFR2-BP antag 1, MEKK2wt PB1 HTS 96, FID counter -3 and CRFBP-R2 agonist -0.9.
O=C(Cc1ccccc1)Nc1ccccc1C(=O)NCC1CCCO1 (stereo not drawn) was read as SUMO HTRF inh -14, MEKK3 PB1 HTS 97, NS3 helicase inh -5, GalR3 antagonist 2, MEKK2 mut-MEK5 -5, CRFR2-BP antag -14, MEKK2wt PB1 HTS 96, FID counter -22 and CRFBP-R2 agonist 0.6.
For O=C(O)c1ccc(Cl)c(N2C(=O)Nc3ccccc3N2O)c1 the results were SUMO HTRF inh 7, MEKK3 PB1 HTS 97, NS3 helicase inh -49, GalR3 antagonist 4, MEKK2 mut-MEK5 -12, CRFR2-BP antag 16, MEKK2wt PB1 HTS 92, FID counter 2 and CRFBP-R2 agonist -0.6.

The whole of this part, repeating the preview:
Screening CCN1C=C(Cc2cccs2)C2=C(C1)C(c1cccs1)C(C#N)=C(N)O2 (stereo not drawn) returned SUMO HTRF inh 13, MEKK3 PB1 HTS 99, NS3 helicase inh 20, GalR3 antagonist -2, MEKK2 mut-MEK5 -3, CRFR2-BP antag -3, MEKK2wt PB1 HTS 95, FID counter -16 and CRFBP-R2 agonist 14.
For CCCCOc1ccccc1C(=O)NCCCC(=O)O the results were SUMO HTRF inh 6, MEKK3 PB1 HTS 95, NS3 helicase inh 8, GalR3 antagonist 5, MEKK2 mut-MEK5 0, CRFR2-BP antag 1, MEKK2wt PB1 HTS 96, FID counter -3 and CRFBP-R2 agonist -0.9.
O=C(Cc1ccccc1)Nc1ccccc1C(=O)NCC1CCCO1 (stereo not drawn) was read as SUMO HTRF inh -14, MEKK3 PB1 HTS 97, NS3 helicase inh -5, GalR3 antagonist 2, MEKK2 mut-MEK5 -5, CRFR2-BP antag -14, MEKK2wt PB1 HTS 96, FID counter -22 and CRFBP-R2 agonist 0.6.
For O=C(O)c1ccc(Cl)c(N2C(=O)Nc3ccccc3N2O)c1 the results were SUMO HTRF inh 7, MEKK3 PB1 HTS 97, NS3 helicase inh -49, GalR3 antagonist 4, MEKK2 mut-MEK5 -12, CRFR2-BP antag 16, MEKK2wt PB1 HTS 92, FID counter 2 and CRFBP-R2 agonist -0.6.
For CCOC(=O)Oc1ccc(C(=O)OCCCN(C)C)cc1OC the results were SUMO HTRF inh -1, MEKK3 PB1 HTS 93, NS3 helicase inh -3, GalR3 antagonist 2, MEKK2 mut-MEK5 -4, CRFR2-BP antag 9, MEKK2wt PB1 HTS 93, FID counter 2 and CRFBP-R2 agonist -0.4.
CC1CC(C)CN(C(=O)COC(=O)c2ccc[nH]c2=O)C1 (stereo not drawn) was read as SUMO HTRF inh 5, MEKK3 PB1 HTS 102, NS3 helicase inh 1, GalR3 antagonist -3, MEKK2 mut-MEK5 7, CRFR2-BP antag 10, MEKK2wt PB1 HTS 108, FID counter -1 and CRFBP-R2 agonist -2.4.
`O=[N+]([O-])c1cc([N+](=O)[O-])c(Oc2c(Cl)cccc2Cl)cc1NN1CCCCC1` gave SUMO HTRF inh 2, MEKK3 PB1 HTS 92, NS3 helicase inh 11, GalR3 antagonist -7, MEKK2 mut-MEK5 -7, CRFR2-BP antag 1, MEKK2wt PB1 HTS 87, FID counter -2 and CRFBP-R2 agonist -0.5.
Screening Fc1ccc(C2CCCN2Cc2nc(CC3CC3)no2)cc1 (stereo not drawn) returned SUMO HTRF inh 17, MEKK3 PB1 HTS 101, NS3 helicase inh 7, GalR3 antagonist 1, MEKK2 mut-MEK5 -12, CRFR2-BP antag 4, MEKK2wt PB1 HTS 94, FID counter 12 and CRFBP-R2 agonist -2.3.
`Cc1oc2cc3oc(=O)c(CC(=O)NCC(=O)N[C@@H](C(=O)O)c4ccccc4)c(C)c3cc2c1C` gave SUMO HTRF inh 29, MEKK3 PB1 HTS 101, NS3 helicase inh 25, GalR3 antagonist 0, MEKK2 mut-MEK5 1, CRFR2-BP antag -9, MEKK2wt PB1 HTS 106, FID counter -19 and CRFBP-R2 agonist 1.2.
COc1cccc(-c2nc(N3CC(C)CC(C)C3)c3ccccc3n2)c1O (stereo not drawn) was read as SUMO HTRF inh -51, NS3 helicase inh -2, GalR3 antagonist 1, CRFR2-BP antag 19, FID counter 1 and CRFBP-R2 agonist 0.0.
For CC1(OC(=O)c2ccc(Cl)nc2)C(=O)C=C2C=C3CCCN3C=C2C1=O (stereo not drawn) the results were SUMO HTRF inh 45, MEKK3 PB1 HTS 103, GalR3 antagonist -5, MEKK2 mut-MEK5 1, CRFR2-BP antag 5, MEKK2wt PB1 HTS 102 and CRFBP-R2 agonist 1.9.
Screening O=C(NC1CCCCC1)c1ccccc1NC(=O)C1CC1 returned SUMO HTRF inh -54, MEKK3 PB1 HTS 98, NS3 helicase inh 3, GalR3 antagonist -4, MEKK2 mut-MEK5 1, CRFR2-BP antag 3, MEKK2wt PB1 HTS 102, FID counter -6 and CRFBP-R2 agonist 0.3.
For COc1ccc(NC(=O)c2cc(-c3cccs3)on2)cc1 the results were SUMO HTRF inh 14, MEKK3 PB1 HTS 103, NS3 helicase inh 7, GalR3 antagonist -11, MEKK2 mut-MEK5 2, CRFR2-BP antag 3, MEKK2wt PB1 HTS 107, FID counter -3 and CRFBP-R2 agonist -0.6.
For Cc1cc(-n2nc(C)cc2C)nc(N)n1 the results were SUMO HTRF inh 24, MEKK3 PB1 HTS 102, NS3 helicase inh 5, GalR3 antagonist -4, MEKK2 mut-MEK5 0, CRFR2-BP antag 12, MEKK2wt PB1 HTS 105, FID counter -1 and CRFBP-R2 agonist 0.3.
Screening Cc1cccc(NC(=S)NCc2cccs2)c1C returned SUMO HTRF inh 2, MEKK3 PB1 HTS 101, NS3 helicase inh -10, GalR3 antagonist 3, MEKK2 mut-MEK5 6, CRFR2-BP antag 25, MEKK2wt PB1 HTS 104, FID counter 2 and CRFBP-R2 agonist -0.9.
For CCC(CC)C(=O)OCC(=O)NC12CC3CC(CC(C3)C1)C2 the results were SUMO HTRF inh -1, MEKK3 PB1 HTS 86, NS3 helicase inh -3, GalR3 antagonist -5, MEKK2 mut-MEK5 -12, CRFR2-BP antag -22, MEKK2wt PB1 HTS 89, FID counter -27 and CRFBP-R2 agonist -1.1.
For COCCCNC(=O)CN1CCN(Cc2ccc(Cl)cc2)C1=O the results were SUMO HTRF inh 1, MEKK3 PB1 HTS 98, NS3 helicase inh 9, GalR3 antagonist 3, MEKK2 mut-MEK5 0, CRFR2-BP antag -4, MEKK2wt PB1 HTS 106, FID counter -5 and CRFBP-R2 agonist -1.5.
COc1ccc(CN=C2Nc3ccccc3CS2)cc1 was read as SUMO HTRF inh 0, MEKK3 PB1 HTS 100, NS3 helicase inh -11, GalR3 antagonist -4, MEKK2 mut-MEK5 7, CRFR2-BP antag 22, MEKK2wt PB1 HTS 105, FID counter -1 and CRFBP-R2 agonist 2.1.
For Cn1c(=O)c2c(nc(NCc3ccco3)n2CCc2ccccc2)n(C)c1=O the results were SUMO HTRF inh 10, MEKK3 PB1 HTS 103, NS3 helicase inh 3, GalR3 antagonist 3, MEKK2 mut-MEK5 6, CRFR2-BP antag -10, MEKK2wt PB1 HTS 103, FID counter -7 and CRFBP-R2 agonist -3.9.
CN1CCN(C2=C(Cl)C(=O)N(c3ccc(Cl)c(Cl)c3)C2=O)CC1 was read as SUMO HTRF inh 15, MEKK3 PB1 HTS 105, NS3 helicase inh 7, MEKK2 mut-MEK5 5, CRFR2-BP antag -5, MEKK2wt PB1 HTS 113, FID counter 0 and CRFBP-R2 agonist -1.4.
CCn1c(SCC(=O)NCCc2ccccc2)nnc1-c1ccco1 was read as SUMO HTRF inh 11, MEKK3 PB1 HTS 100, NS3 helicase inh -2, GalR3 antagonist -2, MEKK2 mut-MEK5 10, CRFR2-BP antag 1, MEKK2wt PB1 HTS 101, FID counter -10 and CRFBP-R2 agonist -0.2.
`Cc1nn(C2CCCCC2)c(N)c1-c1ccccc1` gave SUMO HTRF inh 9, MEKK3 PB1 HTS 90, NS3 helicase inh 1, GalR3 antagonist 1, MEKK2 mut-MEK5 -6, CRFR2-BP antag 19, MEKK2wt PB1 HTS 89, FID counter -3 and CRFBP-R2 agonist -2.9.
Cc1cc(N2CCCC2=O)cc(C)c1S(=O)(=O)NCCOc1ccc(C(C)(C)C)cc1 was read as SUMO HTRF inh -17, MEKK3 PB1 HTS 97, NS3 helicase inh -1, GalR3 antagonist -11, MEKK2 mut-MEK5 -3, CRFR2-BP antag -20, MEKK2wt PB1 HTS 95, FID counter -25 and CRFBP-R2 agonist 1.8.
CCC(C(=O)NC1CCCC1)n1c(SCc2cccc(C)c2)nc2ccncc21 (stereo not drawn) was read as SUMO HTRF inh 8, MEKK3 PB1 HTS 114, NS3 helicase inh -9, MEKK2 mut-MEK5 0, CRFR2-BP antag -42, MEKK2wt PB1 HTS 106, FID counter -6 and CRFBP-R2 agonist -1.8.
`Cc1sc(NC(=S)NC(=O)c2ccc(C(C)(C)C)cc2)c(C#N)c1C` gave SUMO HTRF inh 0, MEKK3 PB1 HTS 100, NS3 helicase inh -10, GalR3 antagonist -6, MEKK2 mut-MEK5 -3, CRFR2-BP antag 5, MEKK2wt PB1 HTS 98, FID counter -4 and CRFBP-R2 agonist -2.0.
`Cc1noc(C)c1C(=O)Nc1ccc2c(c1)CCC2` gave SUMO HTRF inh 11, MEKK3 PB1 HTS 104, NS3 helicase inh 5, GalR3 antagonist -5, MEKK2 mut-MEK5 2, CRFR2-BP antag 2, MEKK2wt PB1 HTS 104, FID counter -1 and CRFBP-R2 agonist -1.2.
For O=C(O)c1ccc2c(c1)C(=O)/C(=C\c1ccco1)C2=O the results were SUMO HTRF inh 34, MEKK3 PB1 HTS 87, NS3 helicase inh 62*, GalR3 antagonist -7, MEKK2 mut-MEK5 -15, CRFR2-BP antag 0, MEKK2wt PB1 HTS 79, FID counter -1 and CRFBP-R2 agonist 0.3.
`Cc1nc2c(ccc3c2ccc2nc(C)sc23)s1` gave SUMO HTRF inh 14, MEKK3 PB1 HTS 100, NS3 helicase inh 13, GalR3 antagonist 4, MEKK2 mut-MEK5 4, CRFR2-BP antag 2, MEKK2wt PB1 HTS 104, FID counter -1 and CRFBP-R2 agonist -1.9.
O=C(NCc1ccc(F)cc1)c1cccc2c1C(=O)N(Cc1cccnc1)C2 was read as SUMO HTRF inh -3, MEKK3 PB1 HTS 100, NS3 helicase inh 0, GalR3 antagonist -4, MEKK2 mut-MEK5 0, CRFR2-BP antag 16, MEKK2wt PB1 HTS 96, FID counter -19 and CRFBP-R2 agonist 6.5.

These rows are one share of the data (hit frequency here may not be typical).
